AT treatment: qHTS Assay for Identifying a Potential Treatment of Ataxia-Telangiectasia; actives 0.19% (n = 320,000); AID 485349, 2010; Potency, µM (doses to about 57.5 µM), without a hit: at the top dose activation, most hits filed as activators; […] A-T fibroblasts, KAP-1 phosphorylation AlphaLISA; neocarzinostatin DNA damage 30 min before lysis; also: potency is read from the fitted curve at half-maximal effect; % of control where 0% means no effect; nearly all actives have a fitted effect of over 45% in size
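hTERT-immortalized A-T patient fibroblasts ([…]), 500 cells/well in OPTI-MEM, 1% FBS, got compounds for 60 min, then NCS for 30 min at 37C. Lysates were then assayed for phospho-KAP-1 by AlphaLISA (anti-pKAP1 donor, anti-KAP1 acceptor beads), 6 hr at 25C.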
MBNL1 CUG block: qHTS Assay for Inhibitors of MBNL1-poly(CUG) RNA binding. actives 0.036% (n = 280,000). TR-FRET MBNL1-His/biotin-(CUG)12 binding, 665/545 ratio. AID 2675, 2010. Potency, µM (highest dose often 57.5 µM), for inactives: at the top dose activity change, negative = inhibition, usual class: inhibitors; active = well fitted inhibition curve with a large enough effect in the signal ratio, with a control signal flat, not every such curve was filed as active; inconclusive = small, poorly fitted or top-dose-only effect, or effect the other way, or a change in a side signal; inactive = no such curve, though single readings can be large or run the other way; the % refers to the signal ratio; also: potency is read from the fitted curve at half-maximal effect; % is scaled to controls: 0 for no effect and ±100 for the full control effect
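MBNL1-His + Biotin-(CUG)12, cpd titration 92 nM–58 uM; Tb anti-His Ab 0.055 ng/ul, SA-XL665 5 nM (final); 60 min RT; ratiometric 665/545 nm, Ex 340 nm; normalized to buffer and full-complex controls.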
FBPA coupling cs: qHTS Assay for Inhibitors of Fructose-1,6-bisphosphate Aldolase from Giardia Lamblia: Coupling assay counterscreen. activity change, negative = inhibition, % at 58.2 µM, hits read low. actives 0.67% (n = 290,000). coupling enzyme system counterscreen, AmpLite Red fluorescence. AID 2472, 2010; in the data active = activity change below about -30%; also: % is scaled to controls: 0 for no effect and ±100 for the full control effect
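Coupling enzymes only (glyceraldehyde-3-phosphate) + compound, at 57.5 uM final, 10 min RT; add substrate/coupling/AmpLite Red mix, 20 min RT; fluorescence ex 525/em 598 nm. Actives flag coupling-system interference.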
CXXC DNA block: qHTS Fluorescence Polarization Assay for Inhibitors of MLL CXXC domain - DNA interaction. MLL-CXXC / FITC-HOXA9 DNA fluorescence polarization. Potency, µM (series often up to 115 µM), without a hit: at the top dose activity change, negative = inhibition, actives largely listed as inhibitors. actives 0.037% (n = 290,000). AID 2662, 2010; active = well fitted inhibition curve with a large enough effect in the polarisation, with a control signal flat, not every such curve was filed as active; inconclusive = small, poorly fitted or top-dose-only effect, or effect the other way, or a change in a side signal; inactive = no such curve, though single readings can be large or run the other way; the % refers to the polarisation; also: potency is read from the fitted curve at half-maximal effect
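Steps: dispense CXXC domain solution (7 uM) → pin compounds or unlabeled HOX-A9 DNA control → 5 min ambient → add FLSN-HOX-A9 solution (50 nM) → spin → 30 min ambient → fluorescence polarization. Tris pH 7.5/NaCl/DTT/BSA buffer.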
ASM inhibitor: Inhibitors of Secretory Acid Sphingomyelinase (S-ASM): qHTS; Sphingomyelin phosphodiesterase (Homo sapiens), P17405; placental ASM, HMU-PC fluorogenic substrate, 60 min; Potency, µM (top dose mostly 57.5 µM), for the others: at the highest dose activity change, negative = inhibition, hits mostly inhibitors; actives 0.006% (n = 340,000); also: potency is read from the fitted curve at half-maximal effect
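Human placenta-derived ASM preincubated with compound 10 min at room temperature, then reacted with 9 uM (final) fluorogenic HMU-PC substrate for 60 min at 37 C. Stop solution raises pH to 10; fluorescence read at Ex 386/Em 447 nm.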
TRPV1 ag: HTS Assay for Compounds that Act as Agonists of the Vanilloid Receptor 1; TRPV1-expressing cells, Fluo-8 calcium influx, agonist mode; Transient receptor potential cation channel subfamily V member 1 (Homo sapiens), Q8NER1; AID 540275, 2011; activation, % at 8.33 µM; actives 0.19% (n = 320,000); in the data active = activation above about 80%; inconclusive = between about 30% and that limit; also: 0% is about no effect
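TRPV1-expressing cells were cultured overnight at 35.5C and loaded with Fluo-8 calcium dye for 40 to 90 min at room temperature. After a 10 s baseline, compound was added and calcium influx was read kinetically for 3 min (ex 480/em 520 nm).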
KCNH2 WT inh: qHTS for Inhibitors of KCHN2 3.1: Wildtype qHTS. activity change, % at 1.84 µM. actives 0.37% (n = 340,000). U2OS, BacMam KCNH2, thallium flux FluxOr; stronger effect = lower value. Voltage-gated inwardly rectifying potassium channel KCNH2 (Homo sapiens), Q12809;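 active = maximum activity change below -70%; inconclusive = maximum activity change between -70% and -50%; inactive = maximum activity change above -50%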; also: % is scaled to controls: 0 for no effect and ±100 for the full control effect
Target sequence (Q12809 whole entry, looked up): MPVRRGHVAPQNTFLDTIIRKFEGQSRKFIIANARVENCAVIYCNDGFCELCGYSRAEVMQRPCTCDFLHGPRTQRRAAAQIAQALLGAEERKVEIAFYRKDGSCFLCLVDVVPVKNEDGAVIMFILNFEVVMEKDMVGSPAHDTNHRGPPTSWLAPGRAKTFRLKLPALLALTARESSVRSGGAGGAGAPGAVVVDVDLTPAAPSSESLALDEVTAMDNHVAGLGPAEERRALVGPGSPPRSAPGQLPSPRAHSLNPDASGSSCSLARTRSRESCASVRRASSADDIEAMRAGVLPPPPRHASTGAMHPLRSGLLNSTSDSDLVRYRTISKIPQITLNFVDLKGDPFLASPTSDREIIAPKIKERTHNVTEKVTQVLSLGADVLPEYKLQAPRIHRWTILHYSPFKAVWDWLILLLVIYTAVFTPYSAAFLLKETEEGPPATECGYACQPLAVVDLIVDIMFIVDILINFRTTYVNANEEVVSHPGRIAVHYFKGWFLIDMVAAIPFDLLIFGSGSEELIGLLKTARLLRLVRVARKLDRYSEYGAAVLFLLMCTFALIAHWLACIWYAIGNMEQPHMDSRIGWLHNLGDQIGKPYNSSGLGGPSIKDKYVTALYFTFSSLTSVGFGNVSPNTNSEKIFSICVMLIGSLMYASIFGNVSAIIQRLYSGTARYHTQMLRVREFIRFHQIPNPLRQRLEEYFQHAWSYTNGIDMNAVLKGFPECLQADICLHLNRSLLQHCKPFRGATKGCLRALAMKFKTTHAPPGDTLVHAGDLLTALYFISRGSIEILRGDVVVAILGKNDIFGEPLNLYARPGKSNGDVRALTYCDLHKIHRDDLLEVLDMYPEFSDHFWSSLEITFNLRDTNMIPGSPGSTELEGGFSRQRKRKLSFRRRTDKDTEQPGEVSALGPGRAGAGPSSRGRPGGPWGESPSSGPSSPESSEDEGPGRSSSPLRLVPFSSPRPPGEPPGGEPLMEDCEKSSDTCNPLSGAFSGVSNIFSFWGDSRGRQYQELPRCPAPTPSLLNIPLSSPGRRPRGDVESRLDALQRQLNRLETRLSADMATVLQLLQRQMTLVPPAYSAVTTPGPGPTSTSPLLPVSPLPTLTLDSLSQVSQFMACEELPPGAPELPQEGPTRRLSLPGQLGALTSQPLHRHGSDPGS
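U2OS cells transduced with wild-type KCNH2 virus are loaded with FluxOr dye for 45 min, and thallium flux is measured in kinetic reads before and after stimulation buffer. Rate constants are normalized to DMSO controls.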
KCNH2 3.1 block: qHTS for Inhibitors of KCHN2 3.1: Mutant qHTS; Potassium voltage-gated channel subfamily H member 2, brain isoform KCNH2 3.1 (human); U2OS KCNH2 3.1, thallium flux FluxOr; stronger effect = lower value; activity change, % (tested at about 1.8 µM); actives 0.95% (n = 340,000); AID 720553, 2013;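 active = maximum activity change below -70%; inconclusive = maximum activity change from -70% to -50%; inactive = maximum activity change above -50%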;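 also: thallium influx rate constant from kinetic fluorescence after stimulation buffer; % is scaled to controls: 0 for no effect and ±100 for the full control effect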
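Thallium flux via FluxOr fluorescence (Red40 quencher, 45 min loading) in U2OS cells virally expressing the KCNH2 3.1 isoform (1.77 x 10^8 /mL virus, overnight at 37 C). Rate constants from 2-min kinetic reads post-stimulation, normalised to positive and negative controls.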
a7 integrin act: qHTS for Activators of Integrin-Mediated Alleviation for Muscular Dystrophy; alpha7betagal myoblasts, beta-gal FDG fluorescence, 48 h; Potency, µM (series often up to 38.3 µM), for the others: top-dose activation, hits mostly activators; actives 0.064% (n = 350,000); AID 624291, 2012;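 also: potency is read from the fitted curve at half-maximal effect; 100% = response of the positive control SU9516; nearly all actives have a fitted effect of over 60% in size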
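alpha7betagal+/- myoblasts (passage 13, 250/well) treated 48 h at 37C with compounds at 1:260 dilution of DMSO stock. Lysed, then beta-galactosidase activity read as FDG fluorescence (ex 480/em 540) after 30 min, with pre-read for autofluorescence.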
GALK inh: qHTS Assay for Inhibitors of Human Galactokinase (GALK); P51570; Purified GALK, Kinase-Glo residual ATP luminescence; Potency, µM (titrated, usually from 57.5 µM), for inactives: top-dose activity change, negative = inhibition, usual class: inhibitors; actives 0.007% (n = 270,000); also: potency is read from the fitted curve at half-maximal effect; % is scaled to controls: 0 for no effect and ±100 for the full control effect
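Kinase-Glo Plus luminescence measured ATP left after a 1 h room-temperature reaction. The reaction used 5 nM GALK, 100 uM galactose and 35 uM ATP at pH 8.0 (20 mM HEPES, 5 mM MgCl2, 60 mM NaCl, 1 mM DTT, 0.01% BSA).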
Starred values were filed as active, the others as inactive; i = inactive; ? = inconclusive; . = no result given; [ ] = dose if it differs, or a comment. Unless noted, calls follow the shape of the dose curve; as a rule, active = well fitted curve in the direction sought with a large enough effect; inconclusive = small, poorly fitted or top-dose-only effect, or another doubt; inactive = no such curve, though single readings can be large; an effect the other way counts as inactive or inconclusive. Random draw from the library. Share with any hit: about 2%.

SMILES	AT treatment	MBNL1 CUG block	FBPA coupling cs	CXXC DNA block	ASM inhibitor	TRPV1 ag	KCNH2 WT inh	KCNH2 3.1 block	a7 integrin act	GALK inh
CC1CN(CC(=O)NC(C)c2ccccc2)CC(C)O1 (stereo not given)	-2%	-6%	4	-6%	0%	1	-19	-7	21%	-3%
COc1ccc(NC(=O)CSCc2cc(=O)n3ccsc3n2)cc1	3%	-4%	-4	-1%	3%	-1	-3	3	7%	1%
O=C(Nc1ccc2c(c1)OCCO2)c1ccc(Cl)c([N+](=O)[O-])c1	-5%	.	1	-4%	0%	22	-1	-2	-21%	0%
Cc1ccc2c(c1)C1CN(C)CCC1N2S(=O)(=O)c1cccc(C(F)(F)F)c1 (stereo not given)	-3%	.	.	.	0%	18	-13	11	0%	.
CSC(=NC#N)N1CCN(c2ccccc2)CC1	3%	-1%	7	-4%	-1%	1	9	4	-14%[7.66 µM]	-1%
CCN(CC)C1CCN(C(=O)c2ccc(OC3CCN(CCc4ccccc4)CC3)cc2)C1 (stereo not given)	5%	-5%	0	0%	9%	-2	10	-15	-73%[inhibitor]	-2%
Cc1cccc(-n2ncc(Cl)c(Cl)c2=O)c1	-5%	?	-2	0%	4%	2	-7	26	-61%[inhibitor]	-1%
O=C(COc1ccccc1[N+](=O)[O-])N(Cc1cccc(Br)c1)C1CCS(=O)(=O)C1 (stereo not given)	1%	24%	.	10%	-6%	6	15	-6	-20%	0%
CCOC(=O)N1CCC(N(CCN(C)C)C(=S)Nc2cccc(SC)c2)CC1	0%	-16%	1	5%	-2%	14	-2	9	-2%	1%
O=S1(=O)CC/C(=N\Nc2ccc(F)cc2)c2ccsc21	4%	-1%	-1	3%	-16%	?	-1	-4	-28%	6%
O=C(c1ccc(S(=O)(=O)Nc2ccccc2)cc1)N1CCCC1	6%	.	.	.	4%	0	-2	5	-1%	.
COc1cccc(OCCNC(=O)c2cc(OC)c(OC)c(OC)c2)c1	0%	-4%	0	-6%	2%	-2	4	7	-17%	4%
CCc1nnc(NC(=O)c2ccc(-c3ccccc3F)o2)s1	1%	.	0	8%	0%	11	-15	11	6%	1%
COc1cccc2c(C)cc(N3CCCCCC3)nc12	6%	4%	1	-5%	326%[activator]	6	-6	30	7%	-3%
Nc1ccc(Br)cc1Br	0%	-5%	0	0%	4%	0	1	-10	9%	-3%
O=S(=O)(Nc1ncccn1)c1cc(Cl)ccc1Cl	3%	2%	0	2%	2%	0	17	-2	12%	3%
COC(=O)c1c(C(=O)OC)c(-c2ccccc2)n2c1CS(=O)(=O)C2	.	8%	2	17%	2%	-1	-13	-12	19%	3%
Cc1ccc(S(=O)(=O)N2CCN(c3ccc(C(=O)N4CCOCC4)cc3[N+](=O)[O-])CC2)cc1	3%	?	-1	3%	-2%	6	-1	3	5%	-4%
NC(=O)Nc1ccc(C(=O)N2CCN(S(=O)(=O)Cc3ccccc3)CC2)cc1	9%	.	.	.	-1%	-1	22	7	12%	.
Cc1ccc(SCc2nc3ccccc3n2CC(=O)Nc2ccc(Cl)cc2)cc1	1%	1%	4	21%	-1%	3	18	-1	1%	.
CCN1CCC2(CC1)N=C(c1ccc(F)cc1)C(=S)N2C(=O)c1ccc(C(C)(C)C)cc1	24%	-10%	-2	-4%	0%	-3	50	-15	6%	4%
COc1cc(CCCN2C(=S)NC[C@@H]2CCCCN)cc(OC)c1OC	-17%	-8%	-5	-28%	2%	3	-4	0	2%	-1%
CCc1ccc(-c2ccc3nnc(SCC(=O)NCC4CCCO4)n3n2)cc1 (stereo not given)	5%	.	.	.	28%	-2	0	30	1%	.
NCC(c1ccco1)c1c[nH]c2ccccc12 (stereo not given)	-3%	-6%	1	23%	3%	1	-7	0	-12%	1%
CC1(C)Cc2c(sc3nc(SCC(=O)NCc4ccccc4)n(-c4ccccc4)c(=O)c23)CS1	6%	-9%	.	1%	2%	-2	7	17	15%	-2%
Clc1ccc(CNCC2CCCO2)c(Cl)c1 (stereo not given)	.	.	.	.	3%	.	1	-8	28%	.
O=C(CNc1ccc2c(c1)OCO2)N/N=C\c1cn(Cc2ccccc2)c2ccccc12	-1%	-3%	0	10%	-8%	1	8	0	-23%	.
CC(=O)c1ccc(N2CCN(C(=O)c3ccc(OCc4c(C)noc4C)cc3)CC2)cc1	-5%	1%	7	-4%	-1%	0	3	-2	-4%	3%
CCCCn1c(=NC(C)=O)c(C#N)cc2c(=O)n3cccc(C)c3nc21	.	.	.	.	i	.	-9	1	-12%	.
O=C1CC(NC(=O)c2ccc(Cl)cc2)C(=O)N1 (stereo not given)	20%	1%	5	-28%	-1%	3	-14	-13	0%	-1%
CC(C)(C)C1CCC2(CC1)C(Nc1cccc(C(F)(F)F)c1)=NC(=S)N2CC#N (stereo not given)	-4%	-3%	0	-2%	-5%	3	-2	-10	-15%	0%
Cc1cccc(OCC(=O)NNC(=O)CCN2CCN(c3ccccc3)CC2)c1C	14%	.	.	.	7%	.	-5	15	-45%	.
CC1(C)CC(=O)C=C(Nc2ccc(C(=O)O)cc2)C1	.	5%	-1	-10%	-1%	2	2	0	1%	-4%
COc1ccc(Cl)cc1NC(=O)NNC(=O)c1ccccn1	-4%	-1%	.	-27%	0%	-2	-12	6	-9%	-5%
O=C(Cn1nc(C(=O)O)c2ccccc2c1=O)Nc1cc(C(F)(F)F)ccc1-n1cncn1	9%	.	.	.	-1%	-2	14	-7	-7%	.
C[C@]12c3[nH]c4cc(-c5ccco5)ccc4c3CCN1C(=O)[C@@H](CC(=O)NCc1cccc(C(F)(F)F)c1)C[C@@H]2C(=O)N1CCCCC1	-43%[inhibitor]	.	.	.	?	.	-2	-4	-39%	.
Nn1c(SCC(=O)Nc2ccc(F)cc2F)nnc1C1CCCCC1	.	-16%	2	-2%	-1%	9	5	13	8%	2%
Cc1nc(N2CCN(C(c3ccccc3)c3ccccc3)CC2)[nH]c(=O)c1C	-3%	-4%	-1	-1%	4%	0	-3	0	10%	-2%
Cc1ccc(S(=O)(=O)N2CCN(C(=O)c3sccc3C)CC2)cc1	9%	.	.	.	6%	4	10	-4	21%	.
Cc1ccc(S(=O)(=O)/N=C(/Nc2ccccc2C)c2ccccc2)cc1	3%	.	.	.	-2%	.	-3	-12	10%	.

Looked up one by one from above, 2 records:
SMILES	AT treatment	MBNL1 CUG block	FBPA coupling cs	CXXC DNA block	ASM inhibitor	TRPV1 ag	KCNH2 WT inh	KCNH2 3.1 block	a7 integrin act	GALK inh
CCc1ccc(-c2ccc3nnc(SCC(=O)NCC4CCCO4)n3n2)cc1 (stereo not given)	5%	.	.	.	28%	-2	0	30	1%	.
O=C1CC(NC(=O)c2ccc(Cl)cc2)C(=O)N1 (stereo not given)	20%	1%	5	-28%	-1%	3	-14	-13	0%	-1%

Full records from above. Order of screens: AT treatment	MBNL1 CUG block	FBPA coupling cs	CXXC DNA block	ASM inhibitor	TRPV1 ag	KCNH2 WT inh	KCNH2 3.1 block	a7 integrin act	GALK inh
`O=C(CNc1ccc2c(c1)OCO2)N/N=C\c1cn(Cc2ccccc2)c2ccccc12` reads -1%	-3%	0	10%	-8%	1	8	0	-23%	.
`CC1(C)Cc2c(sc3nc(SCC(=O)NCc4ccccc4)n(-c4ccccc4)c(=O)c23)CS1` reads 6%	-9%	.	1%	2%	-2	7	17	15%	-2%
`CC(C)(C)C1CCC2(CC1)C(Nc1cccc(C(F)(F)F)c1)=NC(=S)N2CC#N` (stereo not given) reads -4%	-3%	0	-2%	-5%	3	-2	-10	-15%	0%
`COc1ccc(Cl)cc1NC(=O)NNC(=O)c1ccccn1` reads -4%	-1%	.	-27%	0%	-2	-12	6	-9%	-5%
`Cc1nc(N2CCN(C(c3ccccc3)c3ccccc3)CC2)[nH]c(=O)c1C` reads -3%	-4%	-1	-1%	4%	0	-3	0	10%	-2%

Screening results: PubChem, National Center for Advancing Translational Sciences (NCATS)
